IDH1 mut inh = IDH1 R132H (human) inhibition; O75874; IDH1 R132H reductase, diaphorase/resazurin fluorescence, 60 min; inhibition, % at 10 µM; actives 0.18% (n = 70,000); AID 624101; in the data active means inhibition above about 34%;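 further: 0% = DMSO and 100% = no enzyme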
PRC2 inh = blocks human EZH2/PRC2 H3K27 methylation; Q15910; DELFIA TRF, 1 h; inhibition, % at 12.5 µM; actives 0.35% (n = 57,000); AID 651548;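 active means mean inhibition of replicates at least 50% and every single replicate also reaching 50%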;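 further: dimethyl H3K27 on biotinylated H3 21-44 peptide detected by antibody; plate controls were median neutral control wells for no effect and median positive control wells for full effect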
Target sequence (Q15910 whole entry, looked up): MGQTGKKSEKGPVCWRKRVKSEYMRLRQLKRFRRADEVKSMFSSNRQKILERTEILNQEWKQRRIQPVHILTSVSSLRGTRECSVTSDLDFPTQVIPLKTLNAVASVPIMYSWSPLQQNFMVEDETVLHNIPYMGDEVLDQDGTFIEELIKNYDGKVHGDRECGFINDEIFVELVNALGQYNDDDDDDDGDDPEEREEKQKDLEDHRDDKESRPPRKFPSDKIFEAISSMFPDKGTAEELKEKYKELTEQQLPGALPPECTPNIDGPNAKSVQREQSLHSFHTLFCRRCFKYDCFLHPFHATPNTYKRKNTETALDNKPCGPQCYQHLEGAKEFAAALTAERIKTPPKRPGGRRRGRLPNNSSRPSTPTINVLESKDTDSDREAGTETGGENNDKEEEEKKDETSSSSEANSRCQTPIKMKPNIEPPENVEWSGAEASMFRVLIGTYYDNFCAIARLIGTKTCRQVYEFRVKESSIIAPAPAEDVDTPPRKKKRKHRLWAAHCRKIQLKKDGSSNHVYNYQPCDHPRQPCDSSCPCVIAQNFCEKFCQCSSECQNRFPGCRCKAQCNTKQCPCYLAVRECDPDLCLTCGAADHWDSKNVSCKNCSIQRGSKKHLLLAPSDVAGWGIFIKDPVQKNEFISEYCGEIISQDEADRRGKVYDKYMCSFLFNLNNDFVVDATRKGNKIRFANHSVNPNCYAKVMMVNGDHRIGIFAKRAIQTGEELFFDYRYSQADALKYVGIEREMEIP
Starred values were filed as active, the others as inactive; x = no result given. Not all compounds are listed; count on the stated rates, not on these rows.

| SMILES | IDH1 mut inh | PRC2 inh |
| --- | --- | --- |
| Cc1ccccc1-c1cnc2c(c1)C(=O)N([C@@H](C)CO)C[C@H](C)[C@@H](CN(C)Cc1cccnc1)O2 | -2.3 | 14 |
| O=C(NCC[C@@H]1CC[C@@H](NC(=O)c2cccnc2)[C@@H](CO)O1)Nc1ccc(C(F)(F)F)cc1 | -0.7 | 1 |
| COc1ccc(NC(=O)Nc2ccc3c(c2)CC(=O)N([C@@H](C)CO)C[C@H](C)[C@H](CN(C)C(=O)Nc2ccc4c(c2)OCO4)O3)cc1 | 0.0 | x |
| CO[C@H]1CN(C)C(=O)c2cc(NS(=O)(=O)c3ccc(F)cc3)ccc2OC[C@H](C)NC[C@@H]1C | -0.1 | -1 |
| O=C(Nc1ccc2c(c1)OCO2)N[C@H]1CC[C@@H](CC(=O)N2CCN(c3ccccc3)CC2)O[C@H]1CO | -0.3 | 6 |
| C[C@@H]1CCCCO[C@H](CN(C)S(=O)(=O)c2cccs2)[C@H](C)CN([C@H](C)CO)C(=O)c2cc(NS(C)(=O)=O)ccc2O1 | -0.8 | x |
| COc1ccc(NC(=O)N(C)C[C@H]2Oc3ccc(NS(=O)(=O)c4ccc(C)cc4)cc3C(=O)N([C@H](C)CO)C[C@H]2C)cc1 | -0.2 | x |
| Cc1ccc(S(=O)(=O)Nc2ccc3c(c2)C(=O)N([C@@H](C)CO)C[C@@H](C)[C@@H](CN(C)S(=O)(=O)c2ccc(F)cc2)O3)cc1 | -0.2 | x |
| C[C@H](CO)N1C[C@H](C)[C@@H](CN(C)C)OCCCC[C@H](C)Oc2ccc(N(C)C)cc2C1=O | -1.5 | -8 |
| COc1ccccc1NC(=O)N(C)C[C@H]1OCc2cn(nn2)CCCC(=O)N([C@H](C)CO)C[C@@H]1C | -1.6 | -1 |
| Cc1noc(C)c1S(=O)(=O)N(C)C[C@H]1Oc2c(NC(=O)c3nc4ccccc4s3)cccc2C(=O)N([C@@H](C)CO)C[C@H]1C | 0.2 | x |
| C[C@H]1CN([C@@H](C)CO)C(=O)c2cc(C#CCc3ccccc3)cnc2O[C@H]1CN(C)C(=O)C1CCC1 | 0.5 | 4 |
| CCCCN1C(=O)NC(C(F)(F)F)(C(F)(F)F)C2=C1CC(C)(C)CC2=O | -1.0 | 4 |
| COc1cccc(C(=O)Nc2ccc3c(c2)OC[C@@H](C)N(C(C)=O)C[C@@H](C)[C@@H](OC)CN(C)C3=O)c1 | -0.6 | -10 |
| COc1ccc(NC(=O)N(C)C[C@H]2Oc3ccc(NC(=O)CCN4CCOCC4)cc3CC(=O)N([C@H](C)CO)C[C@@H]2C)cc1 | -0.5 | x |
| CCO[C@@H]1OC(C(=O)N2CCN(Cc3ccc4c(c3)OCO4)CC2)=C[C@H](c2csc3ccccc23)[C@H]1CCCO | x | 8 |
| COc1ccc(-c2c(O)c3c(OC)c4c(cc3oc2=O)OC(C)(C)C=C4)cc1 | 0.7 | 1 |
| O=C(C[C@@H]1CC[C@@H](NC(=O)Nc2cccc(F)c2)[C@@H](CO)O1)NCC1CCCCC1 | -0.3 | 5 |
| CO[C@H]1CN(C)C(=O)c2cc(NC(=O)C3CC3)ccc2OC[C@H](C)N(C(=O)Cc2ccccn2)C[C@H]1C | 0.0 | 3 |
| C[C@H]1CN([C@@H](C)CO)C(=O)Cc2cc(NC(=O)CCC(F)(F)F)ccc2O[C@@H]1CN(C)C(=O)Nc1ccc2c(c1)OCO2 | -0.5 | 6 |
| CS(=O)(=O)N1CCN(C(=S)NCc2ccco2)CC1 | 1.0 | 7 |
| O=C(NCC[C@@H]1CC[C@@H](NC(=O)C2CC2)[C@H](CO)O1)Nc1ccc(Cl)cc1 | 0.1 | -2 |
| CC(C)NC(=O)N(C)C[C@@H]1Oc2cc(C3=CCCCC3)ccc2S(=O)(=O)N([C@H](C)CO)C[C@@H]1C | x | 1 |
| Cc1ccccc1S(=O)(=O)N(C)C[C@@H]1OCc2cn(nn2)CCCC(=O)N([C@@H](C)CO)C[C@@H]1C | -0.9 | -4 |
| O=C(C[C@H]1CC[C@@H](NC(=O)C2CC2)[C@H](CO)O1)Nc1ccccc1 | -0.1 | -6 |
| CCC(=O)N1C[C@H](C)[C@@H](OC)CN(C)C(=O)c2ccc(NC(=O)C3CCOCC3)cc2OC[C@H]1C | x | -3 |
| CNC[C@@H]1Oc2ccc(NC(=O)CCN3CCOCC3)cc2CC(=O)N([C@@H](C)CO)C[C@@H]1C | 2.1 | -1 |
| C/C=C/c1ccc2c(c1)O[C@H](CN(C)C(=O)CC)[C@@H](C)CN([C@@H](C)CO)S2(=O)=O | 2.5 | x |
| COc1cc(C2c3cc(O)c(OC)cc3CC(CO)C2CO[C@@H]2O[C@H](CO)[C@@H](O)[C@H](O)[C@H]2O)ccc1O (stereo partly specified) | -2.0 | x |
| Cc1c(NC(=O)COc2ccc(C(C)(C)C)cc2)cccc1C(=O)O | -0.1 | -8 |
| COc1ccc(OCC(=O)Nc2ccc3oc(-c4ccc(C)cc4C)nc3c2)cc1 | 0.7 | 9 |
| Cc1ccnc(SCC(=O)Nc2ccc(Br)cc2F)n1 | -0.2 | 6 |
| COc1cccc(S(=O)(=O)N[C@@H]2C=C[C@H](CC(=O)NCc3ccc(F)cc3)O[C@H]2CO)c1 | 0.0 | -1 |
| COC(=O)c1cc(C(=O)NCc2ccccn2)cc([N+](=O)[O-])c1 | 0.1 | x |
| COc1cccc(S(=O)(=O)N[C@H]2CC[C@@H](CCn3cc(-c4ccccc4OC)nn3)O[C@H]2CO)c1 | -0.6 | 3 |
| C[C@H](CO)N1C[C@H](C)[C@@H](CN(C)Cc2ccc(C(F)(F)F)cc2)Oc2ccc(NS(=O)(=O)c3ccc(F)cc3)cc2CC1=O | 0.2 | x |
| C[C@H](CO)N1C[C@H](C)[C@@H](CN(C)C(=O)Nc2ccc3c(c2)OCO3)Oc2c(NC(=O)c3nc4ccccc4s3)cccc2C1=O | -0.1 | x |
| COCC(C)NS(=O)(=O)c1c(C)cc(C)cc1C (stereo unspecified) | -3.9 | 6 |
| COc1ccccc1-c1noc(CCC(=O)Nc2ccccc2C)n1 | -0.3 | 12 |
| COc1ccc(S(=O)(=O)Nc2ccc3c(c2)C(=O)N([C@@H](C)CO)C[C@H](C)[C@@H](CN(C)C(=O)Nc2ccc(C(F)(F)F)cc2)OCCCC[C@H](C)O3)cc1 | 0.1 | x |
| CNC[C@H]1Oc2ccc(NC(=O)CCCN(C)C)cc2C(=O)N([C@@H](C)CO)C[C@@H]1C | 14 | 2 |
| C[C@H]1CN([C@@H](C)CO)C(=O)c2cc(-c3ccc(C#N)cc3)cnc2O[C@H]1CN(C)Cc1cncnc1 | 1.7 | 0 |
| C/C=C(\C)C(=O)OC(/C=C/C(O)C(C)O)C1C=CC(=O)O1 (stereo unspecified) | 0.2 | 6 |
| C[C@H](NC(=O)C[C@@H]1C=C[C@H](NC(=O)Cc2ccccn2)[C@H](CO)O1)c1ccccc1 | -0.1 | 6 |
| CC(=O)N(C)C[C@H]1Oc2cc(-c3ccccc3F)ccc2S(=O)(=O)N([C@@H](C)CO)C[C@@H]1C | -0.1 | -11 |
| COCC(=O)Nc1ccc2c(c1)OC[C@@H](C)N(C(=O)Cc1ccccn1)C[C@@H](C)[C@H](OC)CN(C)C2=O | 0.2 | 1 |
| C[C@@H]1CN([C@H](C)CO)C(=O)c2cc(NC(=O)Cc3ccccc3)ccc2O[C@@H]1CN(C)Cc1ccc(C(=O)O)cc1 | 0.8 | 1 |
| Cc1ccccc1S(=O)(=O)N(C)C[C@@H]1OCc2ccccc2-c2c(n(C)c3ccccc23)C(=O)N([C@H](C)CO)C[C@H]1C | -1.6 | -16 |
| COC(=O)C[C@@H]1C[C@H]2c3cc(NC(=O)Nc4ccc(C(F)(F)F)cc4)ccc3O[C@H]2[C@H](CO)O1 | -0.3 | -29 |
| CCCNC(=O)Nc1ccc2c(c1)OC[C@H](C)NC[C@H](C)[C@@H](OC)CN(C)C2=O | -0.1 | -4 |
| Cc1ccc(NC(=O)c2ccco2)c(NC(=O)CN2C(=O)c3ccccc3C2=O)c1 | 0.9 | 3 |
| C[C@H](CO)N1C[C@H](C)[C@H](CN(C)C(=O)Nc2cccc3ccccc23)Oc2ccc(NC(=O)C3CCCCC3)cc2C1=O | x | -5 |
| Cc1c(Br)c([N+](=O)[O-])nn1C(C)C(=O)NCc1cccnc1 (stereo unspecified) | 0.2 | 13 |
| COc1ccc(-c2cnc3c(c2)C(=O)N([C@H](C)CO)C[C@@H](C)[C@H](CN(C)Cc2ccccn2)O3)cc1 | -0.8 | 10 |
| COc1ccc(NC(=O)N(C)C[C@@H]2Oc3cc(C#CCN(C)C)ccc3S(=O)(=O)N([C@@H](C)CO)C[C@H]2C)cc1 | -0.3 | -15 |
| COc1ccc(S(=O)(=O)N(C)C[C@H]2OCCCC[C@@H](C)Oc3ccc(NC(=O)NC4CCCCC4)cc3C(=O)N([C@H](C)CO)C[C@@H]2C)cc1 | -2.1 | x |
| Cc1ccccc1-c1ccc2c(c1)O[C@H](CN(C)C)[C@H](C)CN([C@H](C)CO)S2(=O)=O | 1.0 | -7 |
| C[C@@H]1CN([C@@H](C)CO)C(=O)c2c(c3ccccc3n2C)-c2ccccc2CO[C@H]1CN(C)S(=O)(=O)c1ccccc1F | x | -27 |
| CCCNC(=O)C[C@@H]1C[C@H]2c3cc(NS(=O)(=O)c4ccc(OC)cc4)ccc3O[C@H]2[C@H](CO)O1 | 0.4 | 10 |
| COc1ccc(S(=O)(=O)N(C)C[C@H]2Oc3ccc(NC(=O)Nc4c(C)noc4C)cc3CC(=O)N([C@H](C)CO)C[C@@H]2C)cc1 | 0.1 | x |

Next section, overlapping the part above by 2 compounds.
| SMILES | IDH1 mut inh | PRC2 inh |
| --- | --- | --- |
| CCCNC(=O)C[C@@H]1C[C@H]2c3cc(NS(=O)(=O)c4ccc(OC)cc4)ccc3O[C@H]2[C@H](CO)O1 | 0.4 | 10 |
| COc1ccc(S(=O)(=O)N(C)C[C@H]2Oc3ccc(NC(=O)Nc4c(C)noc4C)cc3CC(=O)N([C@H](C)CO)C[C@@H]2C)cc1 | 0.1 | x |
| COc1cccc(CN(C)C[C@H]2OCc3ccccc3-c3ccccc3C(=O)N([C@@H](C)CO)C[C@H]2C)c1 | -1.8 | -3 |
| Cn1c(=O)[nH]c(=O)c2c1ncn2CCNCc1ccco1 | 0.1 | x |
| C[C@H](CO)N1C[C@H](C)[C@@H](CN(C)C(=O)NC2CCCCC2)OCCCC[C@H](C)Oc2ccc(NS(=O)(=O)c3cn(C)cn3)cc2C1=O | 1.4 | x |
| Cc1noc(C)c1NC(=O)N(C)C[C@H]1Oc2ccc(N(C)C)cc2C(=O)N([C@H](C)CO)C[C@H]1C | -0.2 | 3 |
| Cc1ccc(S(=O)(=O)N(C)C[C@H]2OCCCC[C@@H](C)Oc3ccc(N(C)C)cc3C(=O)N([C@H](C)CO)C[C@@H]2C)cc1 | -0.9 | -15 |
| C[C@H]1CN([C@@H](C)CO)C(=O)c2ccccc2-c2ccccc2CO[C@H]1CN(C)Cc1cccc2c1OCCCO2 | x | -8 |
| COc1ccc(NC(=O)CSc2nnc(-c3cccs3)n2-c2ccc(F)cc2)cc1 | 0.1 | 15 |
| CO[C@@H](CN(C)S(=O)(=O)c1ccc(Cl)cc1)[C@H](C)CN(Cc1ccccc1Cl)[C@H](C)CO | -0.8 | 13 |
| CS(=O)(=O)Nc1c(O)ccc2c1CCCC2C1=NCCN1 (stereo unspecified) | 0.3 | x |
| Cc1cc(OCc2nc3ccccc3s2)ccc1NC(=O)c1cccc(F)c1 | 0.1 | 16 |
| C[C@@H]1CN([C@H](C)CO)C(=O)c2cc(/C=C/c3ccccc3)cnc2O[C@@H]1CN(C)S(=O)(=O)c1ccccc1 | x | 1 |
| C[C@H]1CCCCO[C@@H](CN(C)C(=O)CCCN(C)C)[C@@H](C)CN([C@@H](C)CO)C(=O)c2cc(NC(=O)CCC(F)(F)F)ccc2O1 | 2.4 | x |
| CO[C@H]1CN(C)C(=O)c2cc(NC(=O)C3CCC3)ccc2OC[C@@H](C)N(C(=O)CN(C)C)C[C@H]1C | 0.2 | 2 |
| O=C(Cc1ccccn1)NCC[C@H]1CC[C@H](NS(=O)(=O)c2ccc(Cl)cc2)[C@H](CO)O1 | -0.1 | -7 |
| CCOC(=O)c1c(NC(=O)CSc2nc3c(cc2C#N)CCCC3)sc2c1CCCC2 | 0.7 | 2 |
| C[C@@H]1CCCCO[C@H](CN(C)C(=O)Nc2ccc(F)cc2)[C@H](C)CN([C@@H](C)CO)C(=O)c2cc(NC(=O)Cc3ccccc3)ccc2O1 | 0.4 | x |
| C[C@H](CO)N1C[C@H](C)[C@@H](CN(C)Cc2ccc(C(=O)O)cc2)Oc2c(NC(=O)C3CC3)cccc2C1=O | x | -10 |
| O=C(N[C@@H]1CC[C@@H](CCn2cc(-c3ccccc3)nn2)O[C@@H]1CO)c1cnccn1 | -0.2 | -24 |
| CCOc1ccccc1NC(=O)c1c(NC(=O)CN2CCOCC2)sc2c1CCC2 | -0.2 | -9 |
| C[C@@H]1CN([C@H](C)CO)C(=O)c2cc(NC(=O)C3CCCCC3)ccc2O[C@@H](C)CCCCO[C@@H]1CN(C)S(=O)(=O)c1ccc(Cl)cc1 | 0.6 | x |
| COc1ccc(S(=O)(=O)N(C)C[C@@H]2OCCCC[C@H](C)Oc3ccc(NC(=O)Nc4c(C)noc4C)cc3C(=O)N([C@@H](C)CO)C[C@H]2C)cc1 | -2.2 | x |

In another format: 4 of the compounds above
structure: COc1ccc(NC(=O)CSc2nnc(-c3cccs3)n2-c2ccc(F)cc2)cc1
  IDH1 mut inh: 0.1
  PRC2 inh: 15
structure: CO[C@@H](CN(C)S(=O)(=O)c1ccc(Cl)cc1)[C@H](C)CN(Cc1ccccc1Cl)[C@H](C)CO
  IDH1 mut inh: -0.8
  PRC2 inh: 13
structure: CS(=O)(=O)Nc1c(O)ccc2c1CCCC2C1=NCCN1 (stereo unspecified)
  IDH1 mut inh: 0.3
  PRC2 inh: x
structure: Cc1cc(OCc2nc3ccccc3s2)ccc1NC(=O)c1cccc(F)c1
  IDH1 mut inh: 0.1
  PRC2 inh: 16

Screens from PubChem BioAssay.
